Bioassay records deposited in PubChem by several laboratories.
MEKK2 mut-MEK5: signal of MEK5 binding to mutant human MEKK2 PB1 domain; bead flow cytometry, Alexa488-MEK5 binding to MEKK2 mutant; percent response, % at 10 µM; 290,000 tested, 0.35% active; in the data active = percent response above about 24%, passing the limit was not always enough; note: inactives centre near 1; some results filed as inactive read as strong as hits
M18AAP inhibitor: PfM18AAP enzyme inhibition; recombinant PfM18AAP, H-Glu-NHMec fluorogenic cleavage; inhibition, % at 7.35 µM; 290,000 tested, 1.2% active; AID 1822;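 active = inhibition above the campaign mean inhibition over all tested compounds plus 3 SD, cut at about 28% in these data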;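 note: 0% = plate median of test compound wells and 100% = 2 mM ZnCl2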
SUMO HTRF inh: SUMOylation inhibition; P63279; HTRF SUMOylation assay, SAE1/SAE2 + UBC9, in vitro; 290,000 tested, 0.36% active; inhibition, % at 35 µM; AID 2006; in the data active = inhibition above about 50%, passing the limit was not always enough; note: strong numbers were not always called active
Target sequence (P63279 whole entry, looked up): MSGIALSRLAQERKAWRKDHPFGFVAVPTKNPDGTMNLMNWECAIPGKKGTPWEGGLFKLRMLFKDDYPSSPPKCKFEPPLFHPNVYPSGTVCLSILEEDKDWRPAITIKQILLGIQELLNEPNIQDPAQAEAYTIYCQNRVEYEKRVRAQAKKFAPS
VIM-2 inh: inhibitors of Pseudomonas aeruginosa VIM-2 metallo-beta-lactamase; purified VIM-2, nitrocefin hydrolysis, epi-absorbance fluorescence; inhibition, % at 5.6 µM; 290,000 tested, 0.89% active;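 active = inhibition above the mean of all tested compounds plus 3 SD, cutoff set per screening run, cut at about 7.5% in these data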;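 note: red hydrolysis product quenches plate fluorescence so inhibitors raise well fluorescence; 0% = enzyme with DMSO and 100% = DMSO without enzyme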
DNA FID counter: fluorescent intercalator displacement, NS3 helicase counter-screen; DNA fluorescent intercalator displacement, fluorescence; inhibition, % at 7.9 µM; 290,000 tested, 0.17% active; AID 1845; in the data active = inhibition above about 37%;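 note: 0% = vehicle and 100% = reference compound; higher means more ethidium bromide displaced from hairpin DNA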
NS3 helicase inh: inhibitors of Hepatitis C virus NS3 helicase; NS3 helicase DNA unwinding, Cy5 molecular beacon fluorescence; inhibition, % at 10.9 µM; 290,000 tested, 0.56% active; AID 1800;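 active = inhibition above the mean of all tested compounds plus 3 SD, set per campaign, cut at about 35% in these data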;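 note: 0% = DMSO wells and 100% = thioflavine S control wells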
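Assay system: hepatitis C virus NS3 helicase domain fragment enzyme. Also added: annealed dual-labelled DNA beacon duplex, ATP-started. Timing: 1 h reaction at 25 °C, ATP-initiated. Technique: Cy5 fluorescence at 0 and 60 min, beacon hairpin quenching. Evaluation: % inhibition of unwinding. Replication: one well per compound.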
IMP-1 inh: inhibitors of Pseudomonas aeruginosa IMP-1 metallo-beta-lactamase; 290,000 tested, 0.45% active; purified IMP-1, nitrocefin hydrolysis, epi-absorbance fluorescence; inhibition, % at 5.6 µM;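 active = inhibition above the mean plus 3 SD of all compounds in the same screening run, cut at about 4.5% in these data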;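 note: 0% = IMP-1 with DMSO and 100% = DMSO wells lacking enzyme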
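Test system: recombinant IMP-1 enzyme, purified / Medium: HEPES buffer pH 7.1 with ZnSO4 and Brij 35 / Doses: single dose, 5.6 µM / Times: 25 °C, 15 min preincubation, 25 min reaction / Detection: Epi-absorbance via hydrolysed-nitrocefin quenching of white-plate fluorescence, 480/530 nm, EDTA stop / Evaluation: percent inhibition from optical density relative to buffer-blank wells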
MEKK2wt PB1 HTS: raises or lowers MEK5 binding to wildtype human MEKK2 PB1 domain; 290,000 tested, 1.1% active; binding response (% of control), % at 10 µM; Q9Y2U5; bead flow cytometry, Alexa488-MEK5 binding to MEKK2 WT; actives lie on both sides; in the data active = binding response below about 67% or above about 130%
NALP1 yeast inh: NALP1 inhibition | 280,000 tested, 0.61% active | S. cerevisiae NALP1/ASC/caspase-1 growth, X-gal OD620, 72 h | inhibition, % at 10 µM; in the data active = inhibition mostly above about 24%, no sharp cut-off; inactive = mostly below about 32%; note: some compounds called inactive have numbers as strong as hits
Numbers without * were called inactive; / = no result given.

SMILES	MEKK2 mut-MEK5	M18AAP inhibitor	SUMO HTRF inh	VIM-2 inh	DNA FID counter	NS3 helicase inh	IMP-1 inh	MEKK2wt PB1 HTS	NALP1 yeast inh
COc1ccc(CN2CCN(C(=O)CC(C)C)CC2)c(OC)c1OC	7	11	16	-2.7	-6	-1	-3.7	113	12
CCOC(=O)C1CCN(S(=O)(=O)c2ccc(OC)c(Cl)c2Cl)CC1	-5	0	4	-2.6	-1	3	-4.1	88	6
O=C(O)C(Sc1ccncn1)c1ccccc1 (stereo not drawn)	3	-6	-1	-2.0	-1	-20	-1.6	91	3
CCCNC(=O)Cn1nc(C(F)(F)F)cc1C	-6	3	27	-2.5	7	-4	-1.8	92	6
Cn1cccc1CC(=O)N/N=C/c1ccc(Cl)c([N+](=O)[O-])c1	-5	3	-19	-0.9	-11	16	-4.4	100	/
Cc1ccc(-c2csc(NC(=O)CN3CCC(C(N)=O)CC3)n2)cc1	0	-2	-5	-0.4	-4	-13	-1.9	99	3
COCCNC(=S)Nc1ccc([N+](=O)[O-])cc1C	4	6	26	-0.2	3	10	-2.5	100	17
Cc1cccc(C)c1NC(=O)C(NC(=O)c1ccccn1)c1ccccc1[N+](=O)[O-] (stereo not drawn)	0	-3	8	-4.5	-9	0	-5.7	107	16
O=C(c1ccc2c(c1)OCO2)N1CCN(c2ncccn2)CC1	0	2	-2	-3.3	-5	8	-3.6	116	32
CN1CCN(C(=O)c2cnn(-c3ccccc3)c2NC(=O)c2ccccc2Br)CC1	-5	-4	-4	-0.5	1	14	-1.4	95	28
CC(C)[C@H](NC(=O)c1ccco1)C(=O)OCC(=O)Nc1ccc(Cl)c(S(=O)(=O)N(C)C)c1	-4	0	-14	0.6	-30	8	-0.3	89	/
Cc1cnc(C(=O)N2CCCC(N3CCN(c4ccccc4F)CC3)C2)cn1 (stereo not drawn)	-1	0	5	-0.5	-11	7	-0.3	102	-20
CC1CN(CC(=O)c2c(N)n(Cc3ccccc3)c(=O)n(C)c2=O)CC(C)O1 (stereo not drawn)	7	0	17	-2.8	-2	0	-3.7	116	23
Nc1c(C(=O)c2ccccc2)sc2c1c(=O)[nH]c(=O)n2-c1ccccc1	20	5	-2	-1.0	-14	0	-5.1	102	10
COc1cc(SC)ccc1C(=O)Nc1ccc2ncccc2c1	11	-13	-5	-1.2	-29	-17	-2.2	107	-3
CCOC(=O)c1cc2c(=O)n3ccccc3nc2n(Cc2ccco2)c1=NC(=O)c1cccnc1	-1	-23	49	2.2	-18	13	-1.7	94	-90
Cc1nc(NC(=O)c2ccc(F)cc2)sc1C(=O)Nc1ccc2c(c1)CCC2	3	-4	18	-1.1	-2	0	-0.6	97	0
N#C/C(=C\c1ccncc1)c1ccccn1	3	1	18	-2.4	-1	11	-2.2	100	24
Cc1cc(/C([O-])=C(/C(=S)Nc2ccc(F)cc2)[n+]2ccccc2)c(C)n1-c1ccc(F)cc1	2	9	26	-0.6	-3	35	2.1	104	-9
Cc1ccnc(NS(=O)(=O)Cc2ccccc2)c1	3	-6	15	-3.2	-3	7	-3.6	106	-10

6 compounds out of the list, ordered by heavy-atom count, rising:
SMILES	MEKK2 mut-MEK5	M18AAP inhibitor	SUMO HTRF inh	VIM-2 inh	DNA FID counter	NS3 helicase inh	IMP-1 inh	MEKK2wt PB1 HTS	NALP1 yeast inh
Cc1ccnc(NS(=O)(=O)Cc2ccccc2)c1	3	-6	15	-3.2	-3	7	-3.6	106	-10
COc1cc(SC)ccc1C(=O)Nc1ccc2ncccc2c1	11	-13	-5	-1.2	-29	-17	-2.2	107	-3
COc1ccc(CN2CCN(C(=O)CC(C)C)CC2)c(OC)c1OC	7	11	16	-2.7	-6	-1	-3.7	113	12
Nc1c(C(=O)c2ccccc2)sc2c1c(=O)[nH]c(=O)n2-c1ccccc1	20	5	-2	-1.0	-14	0	-5.1	102	10
Cc1nc(NC(=O)c2ccc(F)cc2)sc1C(=O)Nc1ccc2c(c1)CCC2	3	-4	18	-1.1	-2	0	-0.6	97	0
Cc1cc(/C([O-])=C(/C(=S)Nc2ccc(F)cc2)[n+]2ccccc2)c(C)n1-c1ccc(F)cc1	2	9	26	-0.6	-3	35	2.1	104	-9

(more compounds)
SMILES	MEKK2 mut-MEK5	M18AAP inhibitor	SUMO HTRF inh	VIM-2 inh	DNA FID counter	NS3 helicase inh	IMP-1 inh	MEKK2wt PB1 HTS	NALP1 yeast inh
CN(C)c1ccnc2sc3c(=O)n(Cc4ccccc4)cnc3c12	4	0	-1	-3.0	-17	4	-2.4	108	-4
Cc1c(C(=O)Nc2cc(F)ccc2F)sc2nc3n(c(=O)c12)CCCCC3	-10	-8	/	0.5	5	-3	1.4	98	22
CCc1ccc(OCC(=O)N2CCc3ccccc32)cc1	-4	2	10	-2.7	-26	-2	-3.3	99	16
COC(=O)c1ccc(OC(=O)N2CCOCC2)cc1	0	-1	-6	-0.7	-3	-3	-2.7	100	2
Cc1ccc(/C=c2/sc3nnc(-c4ccccc4Cl)n3c2=O)o1	0	8	-8	-8.1	-16	19	-4.0	94	7
COc1ccccc1OCC(=O)OCC(=O)Nc1sccc1C(N)=O	-1	4	7	0.8	-4	3	-2.9	103	21
COC(=O)C(C(C)C)N1CCc2c(C)nc3c(C#N)cnn3c21 (stereo not drawn)	-6	-4	11	2.5	-15	-7	-1.1	95	-6
CCOC(=O)Cc1nnc(NC(=O)Nc2ccccc2)s1	6	7	12	2.6	-8	4	-1.0	111	6
COC(=O)C(O)(CC(=O)Nc1ccc(OC)cc1)C(F)(F)F (stereo not drawn)	6	1	12	-3.1	1	2	-4.4	90	4
Cc1ccc(-c2ccc3nnc(SCC(N)=O)n3n2)cc1	-1	7	37	-0.1	-6	3	-3.5	99	20
CSc1nnc2c3cc(F)ccc3n(C)c2n1	5	-3	6	14*	-1	2	-3.1	111	15
Cc1cc(C)c(C2=NOC3C4CCC(C4)C23)c(C)c1 (stereo not drawn)	21	-2	-3	-2.2	-6	6	-1.7	119	37
CCOC(=O)C1C2C=CC3(CN(C4CCCC4)C(=O)C13)O2 (stereo not drawn)	7	0	-1	-1.9	-6	-1	-1.6	106	6
CC1(C)CC[C@]2(C(=O)O)CC[C@]3(C)C(=CCC4[C@@]5(C)CC[C@H](O)C(C)(C)C5CC[C@]43C)C2C1 (stereo partly drawn)	2	1	-6	-3.0	-2	2	-3.5	93	23
Nc1nc(SCC(=O)Nc2ccc(Br)cc2F)n[nH]1	7	-1	-5	-1.7	2	1	-6.0	103	2
Cc1nn2c(-c3ccc(Cl)cc3)nnc2s1	0	-5	-3	1.5	-2	5	-1.8	92	-18
C=CCN1C(=O)/C(=C2/Sc3ccccc3N2CC)SC1=S	0	3	0	2.0	1	2	2.9	97	8
CN1C2CCC1CC(NC(=O)c1ccc(Cl)cc1)C2 (stereo not drawn)	-6	-14	17	-0.4	1	-8	-1.5	94	14
COc1cccc(NC(=O)CN2C(=O)c3cccnc3Oc3ccc(Cl)cc32)c1	0	4	-8	0.0	-30	-7	-0.9	98	10
C=CCNC(=O)C1CCC(CNc2nc(=S)[nH]c3ccccc23)CC1 (stereo not drawn)	8	-4	21	-1.9	-11	32	-3.7	104	-10
O=C(N/N=C/c1cccc(NC(=O)c2ccc(Cl)cc2)c1)c1cccc(O)c1	-2	1	10	-0.5	-13	2	-1.8	99	/
O=C(CSc1ccc2nnc(CCNC(=O)c3ccccc3)n2n1)Nc1ccc(F)cc1F	0	-4	19	-0.6	-19	-4	-2.2	100	13
O=c1[nH]n(Cc2ccccc2)c(=O)c2ccccc12	6	10	-10	-4.5	-12	2	-3.0	111	4
Cc1cc2ccccc2n1CCNC(=O)C1CCCCC1	8	0	16	-0.5	-10	-3	0.2	106	18
CCCCN1CCN=C1Nc1ccccc1	-5	-5	8	-0.6	-5	5	0.7	102	-11
COc1ccc(N(CC(=O)O)S(=O)(=O)c2ccc(C)cc2)cc1Cl	-4	-1	14	11*	-20	1	-1.5	97	6
O=C(NCc1ccc2c(c1)OCO2)c1cc(-n2cnnc2)ccc1Cl	-1	12	17	-1.5	-1	-1	0.5	97	-3
N#Cc1nc(-c2ccc(F)cc2)oc1N1CCCCC1	2	1	3	-5.5	-24	17	-3.3	99	17
COc1ccccc1CNC(=O)/C=C/c1ccc(S(=O)(=O)NCc2ccco2)cc1	-1	-10	-6	0.2	-23	-1	-1.4	100	23
COc1ccc2cc(C(=O)Nc3ccc(O)cc3)sc(=O)c2c1OC	1	5	-5	1.0	-6	1	-2.9	105	35
O=C(NCc1ccccn1)c1cccn1-c1ncc(C(F)(F)F)cc1Cl	-3	0	10	-3.0	-3	-9	-0.8	100	-6
S=C(NCc1cccc(Cl)c1)NC1CCCCC1	-3	0	2	-5.9	-4	0	-2.8	96	25
COc1cc(C(=O)OC2CSCC2NC(=O)c2ccccc2)cc(OC)c1OC (stereo not drawn)	-7	-2	-11	-3.7	-25	-10	-2.0	91	-9
Cc1ccc(NC(=O)c2cc(-c3ccccc3)nn2-c2ccccc2)cc1	-1	-2	-11	-2.3	-1	-9	-2.5	97	/
Cc1ccc(/C=C/c2nnc(-c3cccs3)o2)cc1	6	2	-13	0.4	-17	-19	-1.4	106	7
COc1ccc(/C=N\NC(=O)c2cc(OCC(F)(F)F)ccc2OCC(F)(F)F)cc1	0	1	4	-3.2	-4	-2	-2.6	98	45
C=CCn1c(Sc2ncc([N+](=O)[O-])s2)n[nH]c1=O	-8	-71	-5	0.2	4	-4	-2.1	99	23
O=C(NC1CCCC1)c1ccc(CN2CCOCC2)cc1	6	-7	-2	-3.0	-3	-2	-4.4	99	67
O=C(CSc1ccc2nnc(CCNC(=O)c3ccccc3)n2n1)NCCc1ccccc1	4	4	6	-2.7	-28	0	-4.5	102	7
C=CCN(CC=C)CCOc1ccc(C)cc1[N+](=O)[O-]	-7	5	9	-3.5	7	-8	-1.7	102	15
CC1=C(C(=O)OC(C)C)C(c2ccc(Cl)cc2)n2c(s/c(=C\c3ccc(OCC(=O)O)cc3)c2=O)=N1 (stereo not drawn)	-3	-10	33	0.9	15	7	1.5	93	3
CC(C)CC(=O)NC(Nc1ccccc1F)C(Cl)(Cl)Cl (stereo not drawn)	/	-4	2	-0.3	-3	-2	-2.1	/	24
Cc1nn(-c2nc3ccccc3s2)c(C)c1Oc1ccccc1O	0	2	-16	-1.6	-4	1	-2.1	93	-65
CCOC(=O)c1ccc(NC(=O)COc2ccccc2CNC2CCCC2)cc1	4	-2	11	-0.2	34	-44	-1.1	114	5
CC(C)(C)NS(=O)(=O)c1ccc(NC(=O)C2CCCCC2)cc1	-4	-9	6	-1.7	-20	-6	-3.1	94	9
O=C(CCCN1C(=O)c2ccccc2C1=O)Nc1sc2c(c1C(=O)NCc1ccco1)CCC2	3	-3	14	2.0	-22	9	-1.5	96	-5
Cn1c2ccccc2c(=O)c2ccc(C#Cc3ccc(N)cc3)cc21	8	8	25	5.2	-17	9	-1.3	22*	21
O=C(CCCCCn1c(SCc2ccncc2)nc2ccccc2c1=O)NCc1ccco1	1	9	16	-2.5	-26	-7	-2.7	101	-77
CCC(CC)=NNc1cccc([N+](=O)[O-])c1	12	-8	14	-1.6	5	-1	-5.4	109	13
COc1ccc(C(C)(C)C)cc1NC(=O)c1c(C)noc1C	-2	-9	-7	-0.1	-15	8	-2.1	99	14
